High-throughput results as filed in PubChem BioAssay.
PTAP TSG101 blk – qHTS Assay for Iinhibitors of HIV-1 Budding by Blocking the Interaction of PTAP/TSG101. Tumor susceptibility gene 101 protein (Homo sapiens), Q99816. Fluorescence polarization, FITC-PTAP peptide / Tsg101 binding. Potency, µM (titrated, usually from 115 µM), for inactives: at the highest dose activity change, negative = inhibition, hits mostly inhibitors. 340,000 tested, under 10 active; active = well fitted inhibition curve with a large enough effect in the main read-out, with a control signal flat, not every such curve was filed as active; inconclusive = small, poorly fitted or top-dose-only effect, or effect the other way, or a change in a side signal; inactive = no such curve, though single readings can be large or run the other way; note: potency is the fitted concentration of half-maximal effect; % of control where 0% means no effect
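Fluorescence polarization binding of Tsg101 binding domain (10 uM final) to FITC-labeled PTAP peptide (50 nM final) in HEPES pH 7.5 buffer with NaCl, Tween 20, EDTA, TCEP. Compounds added before peptide; binding 20 min at RT.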
TCR activator – Activators of T cell receptors: qHTS campaign. Potency, µM (series often up to 9.22 µM), without a hit: at the highest dose activation of IL-2 secretion, usual class: activators. primary human leukocytes, anti-CD3, IL-2 HTRF, 48 h. 330,000 tested, under 10 active; note: % of control where 0% means no effect
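Readout: HTRF IL-2, Eu-cryptate/d2 antibody pair, 320nm excitation, 665nm emission. Stimulus: a-CD3 beads, no co-stimulation. Cells: primary human leukocytes. Exposure: 48 hr with compound.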
Eya2 inh – qHTS Assay for Inhibitors of the Phosphatase Activity of Eya2 | Potency, µM (titrated, usually from 76.9 µM), inactives show at the top dose activity, negative = inhibition, actives largely listed as inhibitors | 330,000 compounds, 0.006% hits | recombinant Eya2, OMFP fluorescence dephosphorylation (OMFP is methylfluorescein phosphate) | AID 488837, 2010; note: potency is the fitted concentration of half-maximal effect; % is set by controls: 0 for no effect and ±100 for the full control effect
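Eya2 protein (added as 0.2 uM solution) was preincubated with compound for 10 min at ambient temperature in 50 mM HEPES pH 7.5, 50 mM NaCl, 5 uM MgCl2, 0.05% BSA, 1 mM DTT. OMFP (added at 50 uM) then reacted 10 min; fluorescence read at 485/525 nm.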
a7 integrin act – qHTS for Activators of Integrin-Mediated Alleviation for Muscular Dystrophy; alpha7betagal myoblasts, beta-gal FDG fluorescence, 48 h; Potency, µM (top dose mostly 38.3 µM), without a hit: at the highest dose activation, hits mostly activators; 350,000 compounds, 0.064% hits;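 note: potency is the fitted concentration of half-maximal effect; 100% = response of the positive control SU9516; nearly all actives have a fitted effect of over 60% in size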
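alpha7betagal+/- myoblasts (passage 13, 250/well) treated 48 h at 37C with compounds at 1:260 dilution of DMSO stock. Lysed, then beta-galactosidase activity read as FDG fluorescence (ex 480/em 540) after 30 min, with pre-read for autofluorescence.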
AT treatment – qHTS Assay for Identifying a Potential Treatment of Ataxia-Telangiectasia | 320,000 compounds, 0.19% hits | AID 485349, 2010 | […] A-T fibroblasts, KAP-1 phosphorylation AlphaLISA; neocarzinostatin DNA damage 30 min before lysis | Potency, µM (doses to about 57.5 µM), for the others: at the top dose activation, hits mostly activators; note: potency is the fitted concentration of half-maximal effect; % of control where 0% means no effect; nearly all actives have a fitted effect of over 45% in size
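hTERT-immortalized A-T patient fibroblasts ([…]), 500 cells/well in OPTI-MEM, 1% FBS, got compounds for 60 min, then NCS for 30 min at 37C. Lysates were then assayed for phospho-KAP-1 by AlphaLISA (anti-pKAP1 donor, anti-KAP1 acceptor beads), 6 hr at 25C.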
S-ASM inh – Inhibitors of Secretory Acid Sphingomyelinase (S-ASM): qHTS. Sphingomyelin phosphodiesterase (Homo sapiens), P17405. placental ASM, HMU-PC fluorogenic substrate, 60 min. Potency, µM (highest dose often 57.5 µM), inactives show top-dose activity change, negative = inhibition, most hits filed as inhibitors. 340,000 compounds, 0.006% hits. AID 504937, 2011; note: potency is the fitted concentration of half-maximal effect
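Fluorescence read-out (Ex 386 nm, Em 447 nm) after stopping the reaction at pH 10. Enzyme: ASM from human placenta; substrate HMU-PC0, 9 uM final; 60 min, 37 °C. Compound preincubation 10 min, ambient temperature.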
BCR signal inh – qHTS Assay to Find Inhibitors of Chronic Active B-Cell Receptor Signaling | AID 493014, 2011 | 340,000 compounds, 0.05% hits | ABC-DLBCL IkBa-CBG/CBR reporter, luminescence ratio, 4 h | Potency, µM (titrated, usually from 46.1 µM), for inactives: top-dose ratio change, negative = lower green/red ratio, actives largely listed as inhibitors; active = well fitted inhibition curve with a large enough effect in the signal ratio, with a control signal flat, not every such curve was filed as active; inconclusive = small, poorly fitted or top-dose-only effect, or effect the other way, or a change in a side signal; the % refers to the signal ratio;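 note: potency is the fitted concentration of half-maximal effect; plate controls were basal doxycycline-induced cells for no effect and cells given 10 µM MG132 for full effect; MG132 reads +100%, hits lower the ratio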
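TMD8 ABC-DLBCL cells carrying doxycycline-inducible green luciferase fused to IkappaBalpha plus unfused red luciferase were exposed to compounds (up to 46 uM) for 4 hrs at 37C. Activity came from the overlap-corrected green/red luminescence ratio.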
Tb PFK block – qHTS Assay to Find Inhibitors of T. brucei phosphofructokinase | ATP-dependent 6-phosphofructokinase (Trypanosoma brucei brucei), O15648 | Potency, µM (top dose mostly 57.5 µM), without a hit: at the highest dose activity, negative = inhibition, actives largely listed as inhibitors | 330,000 compounds, 0.17% hits | T. brucei PFK, ADP-Glo luminescence;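 note: potency is the fitted concentration of half-maximal effect; 0% = uninhibited 1x PFK enzyme wells and -100% = no-enzyme wells; nearly all actives have a fitted effect of over 60% in size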
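Compounds were pin-transferred as a titration series up to 57 uM into substrate buffer (0.5 mM F6P, 0.1 mM ATP, pH 8.0), then 1.25 nM PFK was added and reactions ran 45 min before ADP-Glo detection.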
ELG1 repair inh – qHTS screen for small molecules that inhibit ELG1-dependent DNA repair in human embryonic kidney (HEK293T) cells expressing luciferase-tagged ELG1 | AID 504467, 2011 | 330,000 compounds, 2.3% hits | HEK293T ELG1-luciferase reporter, luminescence, 16 h; DNA damage induced by 5-fluorouridine | Potency, µM (top dose mostly 46.1 µM), without a hit: at the top dose activity change, negative = inhibition, hits mostly inhibitors; note: potency is the fitted concentration of half-maximal effect; % is set by controls: 0 for no effect and ±100 for the full control effect; nearly all actives have a fitted effect of over 55% in size
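Quantitative HTS, concentration-response format. 2,000 cells/well co-treated with 5-fluorouridine and compound, 16 hr in 5% CO2 at 37 °C; ONE-Glo luminescence read after 30 min.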
TSHR antagonist – Antagonists of the Thyroid Stimulating Hormone Receptor: HTS campaign | Thyrotropin receptor (Homo sapiens), P16473 | AID 504810, 2011 | 330,000 compounds, 0.2% hits | TSHR-expressing cells, TSH-stimulated cAMP HTRF, 2 h; hits give low values | activity change, negative = inhibition, % at 11.5 µM;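 active = activity change below a set negative limit, meaning inhibition stronger than a set level, cut at about -70% in these data; inconclusive = activity change between two set negative limits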; note: % is set by controls: 0 for no effect and ±100 for the full control effect
Target sequence (P16473 whole entry, looked up): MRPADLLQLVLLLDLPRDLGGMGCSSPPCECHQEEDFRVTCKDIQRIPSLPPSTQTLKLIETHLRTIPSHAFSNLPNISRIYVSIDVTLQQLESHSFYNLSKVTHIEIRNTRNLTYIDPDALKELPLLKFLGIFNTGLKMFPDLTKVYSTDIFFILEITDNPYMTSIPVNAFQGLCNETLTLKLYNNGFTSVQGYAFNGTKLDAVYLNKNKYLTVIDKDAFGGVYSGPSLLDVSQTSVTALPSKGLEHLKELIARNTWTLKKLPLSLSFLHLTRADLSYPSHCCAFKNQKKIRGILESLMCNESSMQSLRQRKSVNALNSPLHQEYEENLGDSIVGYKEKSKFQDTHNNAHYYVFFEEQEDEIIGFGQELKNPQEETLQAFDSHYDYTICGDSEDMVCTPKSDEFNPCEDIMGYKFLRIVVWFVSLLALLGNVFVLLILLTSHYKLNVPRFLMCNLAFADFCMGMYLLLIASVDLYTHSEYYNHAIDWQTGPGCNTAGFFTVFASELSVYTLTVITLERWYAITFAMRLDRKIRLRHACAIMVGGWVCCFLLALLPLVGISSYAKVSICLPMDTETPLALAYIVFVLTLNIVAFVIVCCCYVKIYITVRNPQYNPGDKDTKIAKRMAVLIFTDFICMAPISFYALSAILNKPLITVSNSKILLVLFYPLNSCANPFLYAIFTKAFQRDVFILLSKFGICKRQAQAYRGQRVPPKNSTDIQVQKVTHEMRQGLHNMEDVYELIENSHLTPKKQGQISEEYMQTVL
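Antagonism was scored as loss of TSH-driven cAMP in TSHR cells, stimulated with 4nM TSH (EC80) for 2 hours at 37 deg C and detected by homogeneous HTRF competition immunoassay.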
Mito fusion act – qHTS Assay for Small Molecule Inhibitors of Mitochondrial Division or Activators of Mitochondrial Fusion. 320,000 compounds, 0.23% hits. Potency, µM (highest dose often 46.1 µM), for the others: top-dose growth rescue (activation), usual class: activators. AID 485298, 2010. S. cerevisiae fusion-defective mutant growth rescue, CellTiterGlo 48 h;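 note: potency is the fitted concentration of half-maximal effect; % of control where 0% means no effect; nearly all actives have a fitted effect of over 45% in size; temperature-sensitive fusion mutants such as fzo1-1 at 37 °C on non-fermentable ethanol glycerol medium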
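Growth-rescue viability read-out: after 48 h at the non-permissive 37C in glycerol/ethanol YPEG, yeast mitochondrial fusion mutants are measured by CellTiterGlo luminescence; compounds (23 nl pinned per well) restoring growth score as division inhibitors or fusion activators.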
The depositor's hits bear a star; i = inactive; ? = inconclusive; / = not tested or not shown; [ ] = remark or other dose. Unless noted, calls come from the whole dose curve; as a rule, active = well fitted curve in the direction sought with a large enough effect; inconclusive = small, poorly fitted or top-dose-only effect, or another doubt; inactive = no such curve, though single readings can be large; an effect the other way counts as inactive or inconclusive.

SMILES	PTAP TSG101 blk	TCR activator	Eya2 inh	a7 integrin act	AT treatment	S-ASM inh	BCR signal inh	Tb PFK block	ELG1 repair inh	TSHR antagonist	Mito fusion act
COc1nc(NCCC2=CCCCC2)nc(OC)n1	-1%	-5%	8%	-14%	0%	-3%	?	1%	26%	-13	-7%
CC(C)(C)NS(=O)(=O)c1ccc(CCC(=O)NCc2ccc3c(c2)OCO3)cc1	0%	7%[46.1 µM]	0%	14%	6%	2%	-2%	-28%	-28%	1	4%
Cc1ccc(CSCC(=O)Nc2c(C)n(C)n(-c3ccccc3)c2=O)cc1	2%	-8%[46.1 µM]	-23%	17%	2%	6%	4%	-1%	1%	15	-3%
NC(=O)c1cc(-c2ccncc2)nc2ccc(Cl)cc12	1%	/	14%	-1%	-1%	2%	4%	-2%	-2%	6	-1%
COC(=O)C(NC(=O)c1ccccc1)c1ccccc1 (stereo not drawn)	-5%	5%	0%	3%	8%	-3%	7%	-1%	16%	13	1%
CCCn1c(=O)[nH]c(=O)c2c1nc(-c1ccc(OC)c(Br)c1)n2CCOC	0%	-2%	4%	0%	1%	8%	-17%	0%	-2%	1	2%
CC(=O)C1C(c2ccncc2)NC(=O)NC1(O)C(F)(F)F (stereo not drawn)	-4%	-1%[46.1 µM]	3%	-2%	4%	5%	12%	-2%	0%	3	-5%
c1cn2c(NC3CCCC3)c(-c3ccc(N4CCOCC4)cc3)nc2cn1	-1%	-7%	-6%	-1%	18%	180%[activator]	-11%	3%	?	-7	1%
O=C(NCc1ccco1)Nc1ccccc1Cl	-2%	-3%	3%	10%	10%	-2%	?	-10%	?	-11	-4%
CCN(C(=O)c1ccc(Br)cc1)c1ccccc1	-2%	-3%	6%	-5%	5%	-4%	13%	1%	8%	-5	4%
Cc1ccc(OCC(=O)Nc2ccc3c4c(cccc24)CC3)c(C)c1	-1%	-2%[46.1 µM]	0%	-15%	-6%	-1%	?	0%	0%	26	-5%
CC(C)C(c1nnnn1C1CCCCC1)N1CCN(C(=O)c2ccco2)CC1 (stereo not drawn)	0%	-4%	-6%	11%	2%	-3%	0%	6%	9%	-1	?
Cn1cncc1C#Cc1c(-c2ccc(S(C)(=O)=O)cc2)sc2ccccc12	-3%	13%	1%	20%	3%	i	-1%	1%	?	1	/
CC1CCN(Cc2c(C(=O)N/N=C/c3ccc(C(C)(C)C)cc3)nnn2-c2nonc2N)CC1	-5%	4%	-1%	9%	-1%	1%	2%	-6%	?	4	-14%
O=C(C[C@H]1C/C=C\CC[C@@H](Cc2ccc(F)cc2)C(=O)OC[C@H]2CCCN2C1=O)N[C@@H](CO)Cc1ccccc1	-4%	2%	6%	6%	-3%	-3%	-1%	6%	-21%	20	/
CC1CCCCC12NC(=O)N(CC(=O)Nc1ccc(OC(F)F)cc1)C2=O (stereo not drawn)	1%	-9%	2%	6%	-3%	2%	-2%	-9%	12%	9	/
Cc1ccc(C)c(C(C)NC(=O)Cc2cccs2)c1 (stereo not drawn)	-2%	/	1%	2%	-10%	1%	4%	-4%	8%	19	0%
NC(=O)c1nsc(C(=O)N(CC(=O)NCc2ccccc2)c2cccc(F)c2)c1N	-1%	-12%	-4%	22%	2%	281%[activator]	-17%	6%	-1%	-6	11%
Cc1ccc(S(=O)(=O)NNC(=O)c2ccc3ccccc3n2)cc1	-1%	0%	-8%	-2%	11%	-1%	-2%	11%	8%	42	23%
Nc1nnc(COc2cccc(C(F)(F)F)c2)s1	-2%	-4%	13%	2%	-2%	5%	-5%	-2%	?	-23	1%
NNC(=O)c1sc2nc(N3CCOCC3)c3c(c2c1N)CCCC3	1%	9%	-26%	-46%[inhibitor]	2%	/	-7%	-3%	?	-7	5%
Cc1ccc(C(=O)C2CCN(C(=S)NCCCOC(C)C)CC2)cc1	-1%	6%	-3%	-3%	4%	-4%	-8%	0%	-16%	-15	-11%
O=C(N1CCOCC1)C(F)(F)C(=O)N1CCOCC1	1%	4%	11%	13%	-1%	-3%	1%	-1%	-6%	-2	-1%
O=C(COc1ccc(Cl)cc1)NCc1ccccc1	0%	2%	-28%	-10%	6%	1%	0%	0%	-15%	-16	-3%
CC(C)c1cccc(C(C)C)c1NC(=O)CN1C(=O)NC2(CCCCCCC2)C1=O	-6%	2%	-13%	31%	0%	2%	0%	0%	15%	-8	0%
Cc1csc(NC(=O)CSc2nc(=O)n(CCCN(C)C)c3c2CCC3)n1	1%	-9%	-12%	-14%	4%	2%	20%	1%	-14%	-7	-1%
O=C(C1CCC1)N1CCN(S(=O)(=O)c2cc(F)ccc2F)CC1	-2%	-21%	44%	-1%	0%	-2%	-9%	-3%	14%	-5	-29%
O=C(COC(=O)c1ncc(Cl)c(Cl)c1Cl)Nc1cccnc1Cl	0%	-2%	4%	-20%	1%	5%	-1%	20%	0%	-7	-13%
O=C1NCC(COc2ccc(Cl)cc2)O1 (stereo not drawn)	-10%	1%	-14%	0%	-5%	1%	-4%	-3%	10%	16	-3%
COC(=O)c1ccc(CNC(=O)c2coc3ccccc3c2=O)cc1	-1%	0%	-4%	?	1%	2%	-8%	-1%	-2%	-6	0%
C/C(=N\NC(=O)c1csc(C)c1C)c1ccco1	-5%	-5%[46.1 µM]	-4%	14%	-5%	-1%	?	-4%	?	-5	-1%
CCOC(=O)C1CCN(C(=O)CN(C)S(=O)(=O)c2cc(C)ccc2OC)CC1	0%	-2%	9%	14%	-1%	-1%	2%	-1%	6%	-3	2%
Cn1nccc1C(=O)Nc1ccc(S(=O)(=O)N2CCCC2)cc1	-1%	5%	15%	35%	-4%	0%	-1%	1%	-20%	6	0%
CC(=O)C(C(C)=O)C1(O)C(=O)c2ccccc2C1=O	-1%	0%[46.1 µM]	-22%	8%	13%	4%	?	?	4%	19	1%
O=C(NC1CCN(Cc2cccc([N+](=O)[O-])c2)CC1)c1ccccc1	-1%	4%	-1%	1%	-5%	-2%	1%	0%	7%	16	6%
O=C1/C(=C/c2cccc(Cl)c2)CSc2sccc21	-9%	1%	10%	-10%	9%	-5%	19%	-19%	-10%	-9	7%
CCOC(=O)C1=C(CC)Nc2ccccc2N/C1=N\S(=O)(=O)c1ccc2ccccc2c1	0%	-1%	4%	-10%	1%	-7%	8%	0%	-16%	-5	?
c1ccc(Cn2c(CNc3nc4ccccc4n3CCN3CCCCC3)nc3ccccc32)cc1	-6%	-7%[46.1 µM]	-6%	0%	/	-1%	?	-2%	?	-9	10%
COc1cc(OC)cc(-c2oc(=O)c3cc(OC)c(OC)cc3c2/C=C/c2ccc(F)cc2)c1	-7%	-2%	0%	0%	-7%	53%[activator]	0%	3%	?	-7	-5%
O=C(/C=C/c1ccco1)N(c1ccccn1)c1ccccn1	1%	0%	2%	-3%	7%	11%	-2%	?	28%	-6	-5%
